Screening results as filed in PubChem BioAssay.
Menin MLL FP TR: displaces Texas Red mutant MLL peptide from human menin. AID 1768. actives 0.23% (n = 270,000). Potency, µM (doses to about 61.6 µM), for the others: at the top dose FP activity change, negative = inhibition, usual class: inhibitors. Menin + Texas Red MLL mutant peptide, fluorescence polarization; active = well fitted inhibition curve with a large enough effect in the polarisation, with a control signal flat, not every such curve was filed as active; inconclusive = small, poorly fitted or top-dose-only effect, or effect the other way, or a change in a side signal; inactive = no such curve, though single readings can be large or run the other way; the % refers to the polarisation; note: potency is the fitted concentration of half-maximal effect; % of control where 0% means no effect; many of its hits are not listed in these tables
B2AR arrestin: recruits beta-arrestin to the human beta2-adrenergic receptor. beta-arrestin recruitment to beta2AR, cell-based reporter. Potency, µM (series often up to 46.1 µM), inactives show at the top dose activation, actives largely listed as activators. actives 0.02% (n = 330,000);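 note: potency is the fitted concentration of half-maximal effect; 0% = DMSO controls and full agonism = EC100 isoproterenol or metaproterenol; nearly all actives have a fitted effect of over 65% in size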
Tb PFK block: T. brucei PFK enzyme inhibition. T. brucei PFK, ADP-Glo luminescence. Potency, µM (titrated, usually from 57.5 µM), without a hit: top-dose activity, negative = inhibition, hits mostly inhibitors. actives 0.17% (n = 330,000);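 note: potency is the fitted concentration of half-maximal effect; 0% = uninhibited 1x PFK enzyme wells and -100% = no-enzyme wells; nearly all actives have a fitted effect of over 60% in size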
Target sequence (O15648 whole entry, looked up): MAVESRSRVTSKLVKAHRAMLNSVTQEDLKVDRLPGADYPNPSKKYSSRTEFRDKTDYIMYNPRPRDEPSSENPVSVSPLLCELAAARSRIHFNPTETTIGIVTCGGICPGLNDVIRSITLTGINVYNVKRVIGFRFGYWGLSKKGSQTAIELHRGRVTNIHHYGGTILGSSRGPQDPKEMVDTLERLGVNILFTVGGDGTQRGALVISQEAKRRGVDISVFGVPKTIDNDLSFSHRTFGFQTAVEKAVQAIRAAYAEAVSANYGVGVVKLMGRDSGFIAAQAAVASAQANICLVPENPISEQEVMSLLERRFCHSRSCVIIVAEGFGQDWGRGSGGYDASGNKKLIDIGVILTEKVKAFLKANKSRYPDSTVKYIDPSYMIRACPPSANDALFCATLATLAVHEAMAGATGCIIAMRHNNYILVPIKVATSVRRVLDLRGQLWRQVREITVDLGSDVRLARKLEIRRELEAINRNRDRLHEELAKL
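In TEA buffer at pH 8.0 with 5 mM MgCl2, enzyme (1.25 nM) converted F6P (0.5 mM) and ATP (0.1 mM) for 45 min at room temperature. ADP product was read by luciferase luminescence.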
GALK inh: galactokinase (human) inhibition. P51570. Purified GALK, Kinase-Glo residual ATP luminescence. Potency, µM (titrated, usually from 57.5 µM), without a hit: top-dose activity change, negative = inhibition, hits mostly inhibitors. actives 0.007% (n = 270,000); note: potency is the fitted concentration of half-maximal effect; % is set by controls: 0 for no effect and ±100 for the full control effect
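GALK at 5 nM final was combined with compound, 35 uM ATP and 100 uM galactose in HEPES pH8.0 with MgCl2 and DTT. The reaction ran one hour at room temperature before luminescent ATP detection.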
S-ASM inh: human S-ASM enzyme inhibition. P17405. placental ASM, HMU-PC fluorogenic substrate, 60 min. Potency, µM (doses to about 57.5 µM), without a hit: at the highest dose activity change, negative = inhibition, most hits filed as inhibitors. actives 0.006% (n = 340,000). AID 504937; note: potency is the fitted concentration of half-maximal effect
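Steps: dispense placental human ASM, pin compound, wait 10 min at room temperature, add HMU-PC0 substrate at 9 uM final, incubate 60 min at 37 °C, add stop solution raising pH to 10, read fluorescence.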
PTAP TSG101 blk: blocks PTAP/TSG101 interaction to inhibit HIV-1 budding | Q99816 | Fluorescence polarization, FITC-PTAP peptide / Tsg101 binding | Potency, µM (doses to about 115 µM), without a hit: top-dose activity change, negative = inhibition, actives largely listed as inhibitors | 340,000 tested, under 10 active; active = well fitted inhibition curve with a large enough effect in the main read-out, with a control signal flat, not every such curve was filed as active; inconclusive = small, poorly fitted or top-dose-only effect, or effect the other way, or a change in a side signal; inactive = no such curve, though single readings can be large or run the other way; note: potency is the fitted concentration of half-maximal effect; % of control where 0% means no effect
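FP read-out: FITC-PTAP peptide, 50 nM final, binding Tsg101 binding domain, 10 uM final; 20 min, r.t.; 10 mM HEPES pH 7.5, 0.15 M NaCl, 0.01% Tween 20, 3 mM EDTA, 0.1 mM TCEP.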
Integrin act MD: activators of alpha7 integrin expression for muscular dystrophy | alpha7betagal myoblasts, beta-gal FDG fluorescence, 48 h | Potency, µM (top dose mostly 38.3 µM), for the others: at the top dose activation, hits mostly activators | actives 0.064% (n = 350,000);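 note: potency is the fitted concentration of half-maximal effect; 100% = response of the positive control SU9516; nearly all actives have a fitted effect of over 60% in size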
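alpha7betagal+/- myoblasts (passage 13, 250/well) treated 48 h at 37C with compounds at 1:260 dilution of DMSO stock. Lysed, then beta-galactosidase activity read as FDG fluorescence (ex 480/em 540) after 30 min, with pre-read for autofluorescence.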
PKM2 act: PKM2 (human) enzyme activation | purified PKM2, Kinase-Glo ATP luminescence, activation; response scale: 0% is enzyme alone, no compound | Potency, µM (titrated, usually from 57.5 µM), inactives show top-dose activation, usual class: activators | actives 0.34% (n = 260,000); note: potency is the fitted concentration of half-maximal effect; % is set by controls: 0 for no effect and ±100 for the full control effect; nearly all actives have a fitted effect of over 55% in size
Target sequence (P14618 whole entry, looked up): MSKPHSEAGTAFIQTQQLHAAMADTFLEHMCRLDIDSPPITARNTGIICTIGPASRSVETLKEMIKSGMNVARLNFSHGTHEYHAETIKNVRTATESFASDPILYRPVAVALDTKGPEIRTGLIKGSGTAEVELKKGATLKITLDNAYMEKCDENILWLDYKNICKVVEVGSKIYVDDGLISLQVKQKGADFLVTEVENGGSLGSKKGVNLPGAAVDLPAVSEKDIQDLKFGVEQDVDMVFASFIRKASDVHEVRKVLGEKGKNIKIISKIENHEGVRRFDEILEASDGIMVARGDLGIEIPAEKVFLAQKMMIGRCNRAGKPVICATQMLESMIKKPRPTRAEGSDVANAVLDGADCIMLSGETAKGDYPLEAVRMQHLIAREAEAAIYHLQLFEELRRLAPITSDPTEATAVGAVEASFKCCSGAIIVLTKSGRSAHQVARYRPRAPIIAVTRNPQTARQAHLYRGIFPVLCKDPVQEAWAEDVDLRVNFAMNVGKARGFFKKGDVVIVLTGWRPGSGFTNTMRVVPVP
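Purified hPK-M2 (>95%) run at intermediate activity with 0.1 mM ADP and 0.5 mM PEP in 50 mM imidazole pH 7.2, KCl, MgCl2; 1 h room temperature. ATP formed read by Kinase-Glo luminescence; normalized to uninhibited and no-enzyme controls.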
BCR signal inh: blocks chronic active B-cell receptor signaling | actives 0.05% (n = 340,000) | ABC-DLBCL IkBa-CBG/CBR reporter, luminescence ratio, 4 h | Potency, µM (titrated, usually from 46.1 µM), without a hit: at the top dose ratio change, negative = lower green/red ratio, usual class: inhibitors; active = well fitted inhibition curve with a large enough effect in the signal ratio, with a control signal flat, not every such curve was filed as active; inconclusive = small, poorly fitted or top-dose-only effect, or effect the other way, or a change in a side signal; the % refers to the signal ratio;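 note: potency is the fitted concentration of half-maximal effect; plate controls were basal doxycycline-induced cells for no effect and cells given 10 µM MG132 for full effect; MG132 reads +100%, hits lower the ratio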
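TMD8 ABC-DLBCL cells carrying doxycycline-inducible green luciferase fused to IkappaBalpha plus unfused red luciferase were exposed to compounds (up to 46 uM) for 4 hrs at 37C. Activity came from the overlap-corrected green/red luminescence ratio.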
FBPA coupling cs: inhibits coupling enzyme system, counter-screen for aldolase hits. coupling enzyme system counterscreen, AmpLite Red fluorescence. actives 0.67% (n = 290,000). AID 2472. activity change, negative = inhibition, % at 58.2 µM, hits read low; in the data active = activity change below about -30%; note: % is set by controls: 0 for no effect and ±100 for the full control effect
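First, compound is pin-transferred into glyceraldehyde-3-phosphate coupling-enzyme reagent at 57.5 uM final and held 10 min at RT. Next, substrate, coupling system and AmpLite Red are added. After 20 min RT, fluorescence (525/598 nm) is read.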
Giardia killer: Giardia lamblia killing. actives 0.15% (n = 340,000). activity change, % at 7.66 µM, hits read low. Giardia lamblia trophozoite viability; in the data active = activity change below about -80%; inconclusive = between about -30% and that limit;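 note: parasites exposed to compound for two days anaerobically before the ATP read; % is set by controls: 0 for no effect and ±100 for the full control effect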
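ATP-content bioluminescence gauges trophozoite survival. Cells (100/well) receive compound and incubate anaerobically for 48 hrs at 37 deg C; detection reagent follows for 15-30 min at room temperature.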
* = called active by the depositor; ? = inconclusive; / = no result given; [ ] = remark or other dose. Unless noted, calls come from the whole dose curve; as a rule, active = well fitted curve in the direction sought with a large enough effect; inconclusive = small, poorly fitted or top-dose-only effect, or another doubt; inactive = no such curve, though single readings can be large; an effect the other way counts as inactive or inconclusive. These rows are one share of the data; the hit share may differ from the screen's.

SMILES	Menin MLL FP TR	B2AR arrestin	Tb PFK block	GALK inh	S-ASM inh	PTAP TSG101 blk	Integrin act MD	PKM2 act	BCR signal inh	FBPA coupling cs	Giardia killer
S=C(NCC1CCCO1)Nc1cc(Cl)c(Cl)cc1Cl (centres undefined)	12%	-0.2%	-5%	-1%	0%	-1%	0%	5%	5%	1	2
CC(=O)NNS(=O)(=O)c1scc(S(=O)(=O)c2ccc(Cl)cc2)c1C	19%	4.2%	0%	0%	-1%	-10%	-14%	/	0%	0	3
c1cncc(-c2nnc3n2N=C(c2cccs2)CS3)c1	?	-0.1%	1%	-1%	-2%	-7%	-8%	9%	?	1	10
COc1ccccc1CN1CCNC(=O)C1CC(=O)NCc1cn(C)nc1C (centres undefined)	13%	-0.2%	1%	-3%	5%	-6%	7%	-1%	?	10	-12
Cc1[nH]c2ccccc2c1N=Nc1cc(C(=O)O)cc(C(=O)O)c1	?	-0.3%	?	-1%	14%	-3%	0%	-1%	0%	4	-10
COC(=O)c1cccc(OCC(O)Cn2ccnc2)c1 (centres undefined)	1%	-0.6%	-1%	5%	3%	-4%	17%	-4%	0%	2	-2
CCCSc1nnc(NC(=O)Nc2ccccc2OC)s1	/	-0.4%	-2%	-2%	-5%	-1%	23%	0%	-7%	0	-15
O=C(c1csc2c1CCCC2)N1CCN(c2ccc(F)cc2)CC1	-7%	0.4%	-5%	0%	-3%	-2%	33%	-3%	-9%	-3	-2
COCCNC(=O)c1cc(C)ccc1C	-3%	-0.3%	-3%	1%	1%	-6%	0%	0%	1%	1	1
O=C(NCCNc1ccccc1[N+](=O)[O-])c1ccccc1F	5%	0.2%	-1%	-7%	-5%	-6%	-7%	11%	?	-5	-11
Cc1cccc2sc(NC(=O)CSc3nc4ccccc4o3)nc12	-18%	-0.1%	1%	-5%	1%	-4%	-8%	-11%	14%	-1	-9
COc1ccc(N(CC(=O)NC2CCCC2)C(=O)c2ccc(C)s2)c(OC)c1	?	0.7%	5%	-1%	0%	-5%	8%	-1%	?	-1	0
CN(C)CCCN1C(=O)c2cccc3c([N+](=O)[O-])ccc(c23)C1=O	-18%	-1.4%	2%	2%	0%	-23%	-53%[inhibitor]	-20%	?	-25	0
CCCn1c(N)c(N(CCOC)C(=O)c2ccc(Cl)c([N+](=O)[O-])c2)c(=O)[nH]c1=O	-11%	-0.7%	-1%	-1%	4%	-5%	-2%	-4%	0%	-1	-9
COc1cc(/C=C(\C#N)C(=O)Nc2ccc(SC(F)F)cc2)cc(OC)c1OC	?	-0.1%	0%	-5%	-12%	0%	10%	1%	?	1	-5
CCC(C)NC(=O)[C@H](CSCc1ccccc1)N1Cc2ccccc2C1=O (some centres undefined)	2%	-1.1%	3%	/	-1%	1%	-2%	0%	?	1	28
COCCNC(=S)c1ccc(OC)cc1	2%	-0.2%	-1%	-3%	0%	-3%	0%	-7%	1%	1	3
COC(=O)c1ccc(NC(=O)COc2ccc(N(C)S(=O)(=O)c3ccc(C)cc3)cc2)cc1	/	-1.5%	-11%	/	-1%	-1%	20%	/	1%	/	-1
O=C(NNC(=O)c1ccccc1[N+](=O)[O-])c1cccs1	-4%	-0.4%	2%	0%	2%	-2%	?	-2%	-20%	-2	?
COc1ccc(S(=O)(=O)N2CCOCC2)cc1NC(=O)COc1ncnc2ccccc12	-4%	-0.5%	-1%	-3%	-5%	-1%	-2%	1%	?	2	29
Cc1cc(C)n(-c2ccc(C(F)(F)F)cc2[N+](=O)[O-])n1	-2%	-0.1%	-1%	6%	-2%	-2%	-4%	10%	?	2	8
COc1cc(C(=O)NN(CCC#N)C2=NS(=O)(=O)c3ccccc32)cc(OC)c1OC	-11%	0.0%	28%	-6%	3%	0%	32%	6%	1%	5	19
Cc1ccc(NC(=O)c2nc[nH]c2C(=O)N[C@@H](CCCCNC(=O)OC(C)(C)C)C(=O)OC(C)(C)C)cc1	/	-0.2%	-4%	-3%	-12%	-4%	-41%	-1%	7%	-7	-1
COc1ccc(C)cc1NC(=O)NCc1ccco1	-4%	-0.2%	-2%	-2%	5%	-4%	7%	-1%	?	0	11
O=C(C1=C[C@@H](c2csc3ccccc23)C[C@@H](OCCCCO)O1)N1CCN(Cc2ccc3c(c2)OCO3)CC1	-24%	9.1%	3%	-1%	-2%	/	17%	1%	?	2	3

More entries follow.
SMILES	Menin MLL FP TR	B2AR arrestin	Tb PFK block	GALK inh	S-ASM inh	PTAP TSG101 blk	Integrin act MD	PKM2 act	BCR signal inh	FBPA coupling cs	Giardia killer
C/C(=N\Nc1nc2ccccc2c(=O)n1O)c1ccco1	17%	-0.3%	3%	6%	15%	-3%	35%	/	?	-3	-18
CN(Cc1nc2ccccc2c(=O)[nH]1)C(=O)c1cc(C2CC2)nn1-c1ccccc1	/	0.1%	3%	/	0%	-7%	32%	/	?	/	13
CCN(C1CCCCC1)S(=O)(=O)c1ccc(S(=O)(=O)N2CCN(CCC#N)CC2)cc1	4%	-0.3%	-1%	0%	3%	0%	-14%	0%	19%	0	-9
CC(=O)NC(=S)Nc1ccc2oc(-c3cc(F)c(F)cc3Cl)nc2c1	6%	-0.1%	-10%	4%	-1%	1%	7%	1%	3%	1	-7
O=S(=O)(c1cccc(-c2n[nH]c(=S)n2C2CCCC2)c1)N1CCOCC1	-3%	-0.2%	0%	0%	2%	-6%	0%	-19%	7%	2	18
COc1ccc(C(=O)COC(=O)c2n[nH]c3ccccc23)c(OC)c1	/	-0.7%	-15%	/	-15%	1%	25%	/	?	/	7
C[n+]1ccccc1/C=C/c1c(F)cccc1F	-15%	0.5%	-2%	2%	-2%	-4%	-1%	2%	10%	-8	-12
COc1ccccc1NC1=NC(C)(C)N=C(N)N1	-9%	-0.9%	-5%	0%	6%	-3%	1%	-4%	7%	-2	5
CCOc1cc(C(=O)Nc2ccc(S(=O)(=O)NC3=NCCCCC3)cc2)cc(OCC)c1OCC	14%	-1.0%	-2%	13%	-3%	-15%	-16%	-1%	?	-3	11
Cc1cccc(C(=O)N2CCC(=O)N(C(COCc3ccc(Cl)cc3)Cc3ccccc3)CC2)c1 (centres undefined)	?	-0.7%	1%	/	-1%	-1%	4%	9%	-16%	0	-7
O=C1c2ccccc2C(=O)N1/N=C/c1ccc(Oc2ccc([N+](=O)[O-])cn2)cc1	71%[activator]	0.3%	-1%	4%	-1%	-11%	9%	-8%	-5%	-3	4
Cc1ccc(S(=O)(=O)N2CCCC(C(=O)NC3CCCC3)C2)cc1 (centres undefined)	-11%	0.2%	1%	-3%	2%	1%	-1%	0%	-8%	1	17
CCCC(=O)O[C@]1(C(=O)CO)CC[C@H]2[C@@H]3CCC4=CC(=O)CC[C@]4(C)[C@H]3[C@@H](O)C[C@@]21C	-6%	-1.9%	5%	0%	-3%	-2%	/	-5%	?	5	10
O=C(c1cccc(S(=O)(=O)N2CCN(c3ccccc3)CC2)c1)N1CC=C(c2ccccc2)CC1	1%	-0.3%	-6%	-2%	-2%	-3%	?	1%	0%	-1	-3
O=C(C1=C(O)C(=O)N(CC2CCCO2)C1c1ccc(Cl)cc1Cl)c1ccco1 (centres undefined)	8%	0.1%	-2%	15%	0%	-2%	-18%	0%	0%	0	13
CC(=O)c1ccc(N=C2C(=O)Nc3ccccc32)cc1	-12%	0.2%	-11%	1%	-1%	-4%	7%	-1%	-8%	-1	-29
CC(C)Oc1ccc(CCN=C(N)N=C(N)N)cc1Cl	-9%	0.3%	4%	0%	1%	-9%	-32%	13%	12%	2	4
COc1ccccc1NC(=O)CNC(c1ccccc1)c1ccccc1	0%	0.1%	3%	-3%	-6%	0%	36%	-6%	?	0	12
CC(=O)c1cccc(S(=O)(=O)NCC(c2ccco2)N2CCCCC2)c1 (centres undefined)	-12%	-0.8%	3%	-3%	7%	-5%	8%	4%	?	4	4

Three entries picked at random from those above, as already listed:
SMILES	Menin MLL FP TR	B2AR arrestin	Tb PFK block	GALK inh	S-ASM inh	PTAP TSG101 blk	Integrin act MD	PKM2 act	BCR signal inh	FBPA coupling cs	Giardia killer
COc1ccccc1NC1=NC(C)(C)N=C(N)N1	-9%	-0.9%	-5%	0%	6%	-3%	1%	-4%	7%	-2	5
CCOc1cc(C(=O)Nc2ccc(S(=O)(=O)NC3=NCCCCC3)cc2)cc(OCC)c1OCC	14%	-1.0%	-2%	13%	-3%	-15%	-16%	-1%	?	-3	11
COc1ccc(C(=O)COC(=O)c2n[nH]c3ccccc23)c(OC)c1	/	-0.7%	-15%	/	-15%	1%	25%	/	?	/	7
